# Assay outcomes: PubChem BioAssay, National Center for Advancing Translational Sciences (NCATS)
# S3 lipid droplet: qHTS Assay for Lipid Storage Modulators in Drosophila S3 Cells. lipid storage change, negative = inhibition, % at the top dose, mostly 46.1 µM; hits show Potency in µM. AID 2685. hit rate 0.64% among 320,000. Drosophila S3 cells, BODIPY lipid droplet fluorescence, 18-24 h; cells fed with added oleic acid; active = well fitted inhibition curve with a large enough effect in the signal ratio, with a control signal flat, not every such curve was filed as active; inconclusive = small, poorly fitted or top-dose-only effect, or effect the other way, or a change in a side signal; the % refers to the signal ratio
#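 Laser-scanning cytometry quantifies lipid droplet accumulation (500–530 nm total intensity; droplet/cell object ratio) in oleic acid-fed (400 uM added) Drosophila S3 cells treated with a concentration series. 20 uM Triacsin C defined 100% inhibition.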
# S3 lipid droplet cell count max: recorded beside S3 lipid droplet, whose call it bears; cell number change, %; measured here: cell count max response;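 cells counted by Cell Tracker Red CMTPX staining in the red channel; peak over a dose series mostly up to 46.1 µM; percent activity relative to internal control wells on each plate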
# The depositor's hits bear a star; i = inactive; ? = inconclusive; . = no result given. % is scaled to controls: 0 for no effect and ±100 for the full control effect; potency is read from the fitted curve at half-maximal effect. An excerpt. The share of hits here may be higher or lower than overall.
molecule	S3 lipid droplet	S3 lipid droplet cell count max
CCOC(=O)C1CCN(C(=O)c2ccc(S(=O)(=O)Nc3ccccc3OC)cc2)CC1	?	.
c1ccc(N2CCN(c3nc4ccccc4n4nnnc34)CC2)cc1	?	.
Cc1ccc(S(=O)(=O)c2nnn3c2nc(N2CCCCC2)c2ccccc23)cc1	?	.
Cc1ccc(Nc2nnc(SCC(=O)NC3CC3)s2)cc1	?	.
CCOC(=O)CNc1c(-c2ccc(F)cc2)nc2cnccn12	15%	4
CN(C(=O)COC(=O)c1ccccc1SCC(=O)N1CCCC1)C1(C#N)CCCCC1	?	.
Cc1ccc(CNC(=O)c2ccc(N3CCC4(CC3)CC(c3cccc(Br)c3)=NO4)c(NC(=O)c3c(Cl)cccc3Cl)c2)cc1	0%	0
CCOC(=O)C1=C(C)NC(=O)NC1c1ccc(Br)s1 (stereo unspecified)	i	.
S=c1[nH]nc(Cc2ccccc2)n1-c1cccc2ccccc12	?	.
Cc1cc(C)nc(Nc2nc3ccccc3[nH]2)n1	?	.
C=CCn1c(COc2cccc3cccnc23)nnc1SCC(=O)O	?	.
O=[N+]([O-])c1ccccc1S(=O)(=O)Nc1ccc(-c2ccc3nncn3n2)cc1	?	.
CCCn1c(=O)c2ccccc2n2c(SCCOc3ccccc3F)nnc12	?	.
CN(C)C(CNS(=O)(=O)c1ccc2ccccc2c1)c1ccccc1 (stereo unspecified)	?	.
Cc1c(NC(=O)C(C)OC(=O)CCOc2ccccc2)c(=O)n(-c2ccccc2)n1C (stereo unspecified)	?	.
CS/C(=C\[N+](=O)[O-])Nc1ccc(C)cc1	?	.
OCC[C@@H]1C[C@H](O)[C@@H](O)[C@@]2(Cc3ccccc3CO2)O1	?	.
O=C(CCc1nnc(-c2ccc(-c3ccccc3)cc2)o1)N1CCCCC1	?	.
CCOc1ccc(-c2nnn(CC(=O)N3CCN(c4ccc(OC)cc4)CC3)n2)cc1OCC	9%	3
CCC(=O)N1C(C(=O)NCc2ccc(OC)cc2)CSC1c1ccc(OC)cc1 (stereo unspecified)	-15%	-2
Cc1cccc(-c2oc3ccccc3c2-c2ccc3c(c2)OCO3)c1	?	.
CC(NC(=O)Cc1cccs1)c1ccccc1 (stereo unspecified)	-11%	4
Cc1cc(C)n(CCCNC(=O)c2ccc3c(c2)NC(=O)CS3)n1	?	.
Cc1ccc(NC(=O)C(CC(C)C)NC(=O)C2CCC(C)CC2)nc1 (stereo unspecified)	i	.
Cc1ccc(CNC(=O)CN(c2cccc([N+](=O)[O-])c2)S(C)(=O)=O)cc1	-2%	12
O=C(Cc1cccs1)N1CCN(c2nc(-c3ccc(Cl)cc3)cs2)CC1	?	.
COc1ccc(-c2nnc(-c3ccc(OCC(C)C)cc3)o2)cc1	9%	-6
N#C/C(=C\c1cc2ccccc2nc1N1CCOCC1)C(=O)Nc1ccc(N2CCOCC2)cc1	?	.
COc1cccc(NC(=O)C2CCCN2S(=O)(=O)c2ccc3c(c2)n(C)c(=O)c(=O)n3C)c1 (stereo unspecified)	?	.
Cc1ccc(C)c(NC(=O)C2CCCN(c3cnccn3)C2)c1 (stereo unspecified)	?	.

# Next section.
molecule	S3 lipid droplet	S3 lipid droplet cell count max
c1ccc(-n2ncc3c(N4CCCC4)ncnc32)cc1	3%	0
O=C(NCc1ccc(F)cc1)c1cccnc1	?	.
O=C(O)c1ccccc1SCc1nc2ccccn2c1Br	?	.
CC(C)CC(NC(=O)c1ccccc1NC(=O)c1ccccc1)C(=O)O (stereo unspecified)	0%	-9
O=C1CSC(c2ccc(F)cc2)N1c1c(F)cccc1F (stereo unspecified)	?	.
C=CCOc1cccc(C2/C(=C(/O)c3ccc4c(c3)CC(C)O4)C(=O)C(=O)N2CCN2CCOCC2)c1 (stereo unspecified)	i	.
COc1ccc(C2=C(Nc3ccccc3)c3ccccc3C2=O)cc1	-4%	-16
N#Cc1c(NC(=O)CCCC(=O)O)sc2c1CCCCC2	6%	2
Cc1nc(Cl)c(C#N)c2c1CCCC2	-6%	9
Cc1ccc(N(C(=O)Cc2cccs2)C(C(=O)NCC2CCCO2)c2ccncc2)cc1 (stereo unspecified)	-16%	-7
CN1CCN(c2ccc(C(CC(N)=O)NC(=O)Cc3cccc4ccccc34)cc2[N+](=O)[O-])CC1 (stereo unspecified)	?	.
CCOC(=O)N1CCN(C2CC(=O)N(c3ccccc3)C2=O)CC1 (stereo unspecified)	?	.
Cc1cccc(NC(=O)COC(=O)c2cccc(S(=O)(=O)N3CCCCCC3)c2)c1	?	.
O=C(NN1CCOCC1)c1cc(-c2ccncc2)nc2ccccc12	?	.
Cc1ccc(C(=O)Nc2cccnc2Cl)cc1Cl	5%	18
CC(=O)N1CCN(c2ccc([N+](=O)[O-])cc2)CC1	6%	0
COc1ccc(S(=O)(=O)N2CCC(C(=O)Oc3cccc(C)c3)CC2)cc1OC	-9%	-12
c1ccc(Nc2nc3ccccc3n3cnnc23)cc1	-1%	-7
Cc1cc(NC(=O)CSc2ncnc3ccccc23)no1	?	.
CCCNC(=O)C1CC(c2ccc(C(F)(F)F)cc2)=NO1 (stereo unspecified)	8%	3
O=C(NC1CCCC1)c1cc(-c2ccc(Cl)cc2)on1	?	.
CSc1nnnn1-c1cccc(O)c1	?	.
O=C(NC1CCN(Cc2ccccc2)CC1)C1CCN(S(=O)(=O)c2ccccc2)CC1	?	.
c1ccc(-n2cnc3cc(NCc4ccncc4)ccc32)cc1	?	.
CC(=O)NC(Cc1c[nH]c2ccccc12)C(=O)OCC(=O)N1CCCCCC1 (stereo unspecified)	?	.
CC(=O)N(Cc1cc2ccc(C)c(C)c2n2nnnc12)C1CCCC1	14%	0
O=C(COc1ccccc1)NCC(=O)Nc1cccc2ccccc12	11%	6
COc1ccc(NS(=O)(=O)c2ccc(-n3cnnn3)cc2)cc1OC	?	.
CCOc1ccc(-n2c(C)cc(C(=O)NS(=O)(=O)c3ccc(C)cc3)c2C)cc1	0%	15
O=C(COC(=O)Cc1ccsc1)Nc1ccc(Cl)c(S(=O)(=O)N2CCOCC2)c1	?	.

# Rewritten with values ahead of the structure: part of the list above
S3 lipid droplet	S3 lipid droplet cell count max	Compound
?	.	CC(=O)NC(Cc1c[nH]c2ccccc12)C(=O)OCC(=O)N1CCCCCC1 (stereo unspecified)
14%	0	CC(=O)N(Cc1cc2ccc(C)c(C)c2n2nnnc12)C1CCCC1
11%	6	O=C(COc1ccccc1)NCC(=O)Nc1cccc2ccccc12
?	.	COc1ccc(NS(=O)(=O)c2ccc(-n3cnnn3)cc2)cc1OC

# (next part)
molecule	S3 lipid droplet	S3 lipid droplet cell count max
CN(C(=O)CSc1nc2ccccc2n1C)C1CCS(=O)(=O)C1 (stereo unspecified)	?	.
Cc1ccc(S(C)(=O)=NC(=O)c2cc(C)on2)cc1 (stereo unspecified)	8%	15
Cc1cc(C)nc(/N=C(\N)Nc2ccccc2-c2ccccc2)n1	?	.
O=C(CC(c1ccccc1)c1ccccc1O)NCc1ccccc1 (stereo unspecified)	?	.
CCCCn1c(N)c(N(CC(C)C)C(=O)C2=NN(c3ccccc3)C(=O)CC2)c(=O)[nH]c1=O	?	.
CCOc1ncnc2c1sc1nc(C)cc(C)c12	13%	1
Cc1ccc(Cl)cc1N1CCN(S(=O)(=O)c2ccc3c(c2)oc(=O)n3C)CC1	?	.
COc1ccc2c(=O)cc(-c3ccccc3F)oc2c1	-5%	3
CCC(=O)Nc1cc(C(F)(F)F)ccc1N1CCCC1	17%	9
Cc1ccc2nc(Cl)c(/C=C/C(=O)c3ccco3)cc2c1	-2%	7
Cc1cccc(NC(=O)c2sc3ncn(CC(=O)N4CCN(c5ccccn5)CC4)c(=O)c3c2C)c1	?	.
COC(=O)C(CC(=O)O)NCc1ccco1 (stereo unspecified)	-13%	4
CCCCn1c(N)c(N(CCC(C)C)C(=O)c2cc(Cl)nc3ccccc23)c(=O)[nH]c1=O	?	.
N#CC1=C2N=C(N)c3ccccc3N2C2=C(C(=O)CCC2)C1c1ccc(Cl)cc1 (stereo unspecified)	?	.
Cc1noc(C)c1COc1cccc(C(=O)NCc2ccccc2Cl)c1	?	.
CCOc1ccc(OCC(O)CNC2CCN(Cc3ccccc3)CC2)cc1 (stereo unspecified)	13%	-2
COc1cccc(C(=O)OCC(=O)NCCc2ccccc2)c1OC	?	.
CCCNC(=S)N1CCC(NC(=O)c2cccc(C)c2)CC1	-14%	0
CC1C(=NO)C(C)C(c2ccc(N(C)C)cc2)NC1c1ccc(N(C)C)cc1 (stereo unspecified)	-6%	-14
O=C(O)CCn1cc(-c2ccc(Cl)cc2)nc1-c1ccc(Cl)nc1	?	.
COc1ccc(CCNC(=O)CSc2nnc(Cc3csc(N)n3)n2C)cc1OC	?	.
COc1cc(OC)c2ccc(=O)oc2c1C(CCN1CCCC1)c1ccc(N(C)C)cc1 (stereo unspecified)	0%	1
CN(Cc1ccc(C(C)(C)C)cc1)C(=O)Cc1ccc(S(=O)(=O)N2CCOCC2)s1	?	.
O=C(O)Cn1nc2ccccc2n1	i	.
COC(=O)C1=C(C)NC(C)=C(C(=O)OC)C1c1ccccn1	i	.
COC(=O)Nc1ccc(S(=O)(=O)N2CCCC(C(=O)N3CCC(C)CC3)C2)cc1 (stereo unspecified)	9%	14
COc1ccc2c(c1)c1ccc3c(c1n2C)C(=O)C=CC3=O	?	.
O=S(=O)(c1ccc(S(=O)(=O)N(Cc2cccs2)CC2CCCO2)cc1)N1CCCCC1 (stereo unspecified)	i	12
CCOc1ccc(NC(=O)CN(C)C(=O)c2cc(-c3ccncc3)nc3ccccc23)cc1OCC	i	.
CC(C)(C)NC(=O)NC(=O)C[n+]1ccc(Cc2ccc([N+](=O)[O-])cc2)cc1	-12%	-8

# The list continues:
molecule	S3 lipid droplet	S3 lipid droplet cell count max
CN(C)C1=NC[C@H](Cc2ccccc2)N1CCc1ccc(F)cc1	?	.
O=C1CC(Cc2ccccc2)C(=O)N1Cc1ccco1 (stereo unspecified)	-23%	2
CC(NC(=O)c1ccc(S(=O)(=O)C(F)F)cc1)c1ccccc1 (stereo unspecified)	?	.
Cc1ccc(NC(=O)Cc2ccccc2F)cc1S(=O)(=O)N1CCCCCC1	?	.
CCCCN1C(Nc2ccccc2)=NC[C@@H]1CC(C)C	?	.
O=c1[nH]c2ccccc2nc1/C=C/c1ccc(O)cc1	?	.
COc1ccc(C(C(=O)NC2CCCCC2)N2CCC3(CC2)OCCO3)cc1 (stereo unspecified)	-9%	.
CC(C)C(NC(=O)c1ccccc1)C(=O)NCCc1ccccc1 (stereo unspecified)	?	.
Cc1cccc(C)c1NC(=O)CSC(=O)c1sc2ccccc2c1Cl	7%	11
COc1ccc2nc(SCC(=O)N3CCN(c4ccc(F)cc4)CC3)c(C#N)cc2c1	?	.
COc1ccc(/C=C2\SC(=S)N(CCC(=O)NC3=NCCS3)C2=O)cc1OC	?	.
CCOc1ccc(CSc2nc(C)cc(COC)c2C#N)cc1OCC	17%	13
NS(=O)(=O)c1ccc(CCNC(=O)C2CCN(S(=O)(=O)c3ccc(Br)s3)CC2)cc1	4%	9
Cc1nn(C)c(C)c1Sc1ccccc1N	?	.
COc1cccc2cc(C(C)N(CCCN3CCOCC3)C(=O)Nc3ccc(Cl)cc3)oc12 (stereo unspecified)	?	.
Cc1ccc(-n2nnc3c(=O)n(CC(=O)N4CCCC4)cnc32)cc1	7%	-18
Cc1cc(=O)oc2cc(OCC(=O)N3CCN(C(=O)c4ccco4)CC3)ccc12	-8%	-12
O=C(CCCOc1ccccc1)Nc1cccc(S(=O)(=O)N2CCCCCC2)c1	0.65µM*	-1.0*
O=C(O)c1cccc(NC(=O)c2ccc3c(c2)C(=O)N(c2ccccc2)C3=O)c1	?	.
COC(=O)[C@H](Cc1c[nH]c2ccccc12)NC(=O)Nc1ccccc1OC	-5%	26
COc1ccc(S(=O)(=O)NCC(=O)N(CC(=O)NCC2CCCO2)c2c(C)cccc2C)cc1 (stereo unspecified)	?	.
Cc1ccc(COc2cccc3c2CCN(Cc2ccc(F)cc2)C3=O)cc1	?	.
COc1ccc(C(=O)CSc2nnc(CN3CCCCC3)n2-c2ccc(Cl)cc2)cc1OC	?	.
O=C(CSc1ncn(-c2ccccc2)n1)Nc1nc2ccccc2s1	i	-4
COc1ccc(CNC(=O)CSc2nnc(C)c(=O)[nH]2)cc1	?	.
O=S(=O)(c1cccc2ccccc12)N1CCCCC1	?	.
CCOc1ccc(NC(=O)C2CCCN(S(=O)(=O)c3c(C)noc3C)C2)cc1 (stereo unspecified)	?	.

# 5 records picked at random from those above:
molecule	S3 lipid droplet	S3 lipid droplet cell count max
COC(=O)[C@H](Cc1c[nH]c2ccccc12)NC(=O)Nc1ccccc1OC	-5%	26
O=S(=O)(c1cccc2ccccc12)N1CCCCC1	?	.
Cc1cccc(C)c1NC(=O)CSC(=O)c1sc2ccccc2c1Cl	7%	11
CCOc1ccc(CSc2nc(C)cc(COC)c2C#N)cc1OCC	17%	13
COc1ccc(/C=C2\SC(=S)N(CCC(=O)NC3=NCCS3)C2=O)cc1OC	?	.
